CIT2 TOR yeast: yeast TOR pathway CIT2-GFP modulation; S. cerevisiae CIT2-GFP strain, flow cytometry, 3 h; 100 means same as DMSO wells; GFP response vs DMSO, % at 10 µM; 0.065% of 320,000 active; AID 2029;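 active = GFP response relative to DMSO above a set limit, near the screen mean plus 3 SD, cut at about 150% in these data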;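 note: ratio of well median GFP fluorescence to mean of DMSO wells on the plate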
Yeast superoxide: caloric restriction mimetics inhibiting age-related superoxide in yeast; 0.18% of 330,000 active; S. cerevisiae aged cells, superoxide DHE fluorescence; stronger effect = lower value; superoxide response (% of plate mean), % at 10 µM;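 active = superoxide response under a set limit, about three screen SD below normal, cut at about 65% in these data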;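 note: yeast aged for seven days with compound at 30 °C before DHE staining; 100% = average MFI of all compound-treated wells on the plate with controls excluded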
Efflux pump mplx: antifungal efflux pump inhibition, Nile Red retention; S. cerevisiae Candida pump triplex; inhibition, % at 10 µM; 0.44% of 330,000 active; AID 485275;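 active = plate passing quality check with inhibition over a set limit, or well fluorescence over plate mean plus 4 SD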;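 note: Nile Red retained in pooled yeast measured as flow cytometry median fluorescence; 0% = buffer negative control and 100% = Enniatin B positive control; higher means more Nile Red kept so more efflux inhibition; some compounds called inactive have numbers as strong as hits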
RPL19A-GFP yeast: yeast TOR pathway RPL19A-GFP modulation | S. cerevisiae RPL19A-GFP strain, flow cytometry, 3 h; stronger effect = lower value | percent response vs DMSO, % at 10 µM | 0.3% of 330,000 active | AID 2025;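 active = percent response vs DMSO below 50%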;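 note: median channel GFP fluorescence of the barcoded RPL19A-GFP strain; ratio of sample median GFP to plate DMSO average so 100% = DMSO; lower means less RPL19A-GFP as with rapamycin TOR inhibition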
LAP4 TOR yeast: modulators of TOR pathway LAP4-GFP in S. cerevisiae | 0.34% of 320,000 active | GFP response vs DMSO, % at 10 µM | AID 2023 | S. cerevisiae LAP4-GFP multiplex, flow cytometry GFP, 3 h; median GFP as percent of DMSO wells;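 active = GFP response vs DMSO above a set limit, about the screen mean plus 3 SD, cut at about 150% in these data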
AHR act: human AHR activation; 2.5% of 320,000 active; AID 2796; activation, % at 5 µM; AHR-responsive luciferase reporter cells, luminescence; in the data active = activation above about 47%;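 note: 0% = vehicle wells and 100% = reference agonist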
Target sequence (P35869 whole entry, looked up): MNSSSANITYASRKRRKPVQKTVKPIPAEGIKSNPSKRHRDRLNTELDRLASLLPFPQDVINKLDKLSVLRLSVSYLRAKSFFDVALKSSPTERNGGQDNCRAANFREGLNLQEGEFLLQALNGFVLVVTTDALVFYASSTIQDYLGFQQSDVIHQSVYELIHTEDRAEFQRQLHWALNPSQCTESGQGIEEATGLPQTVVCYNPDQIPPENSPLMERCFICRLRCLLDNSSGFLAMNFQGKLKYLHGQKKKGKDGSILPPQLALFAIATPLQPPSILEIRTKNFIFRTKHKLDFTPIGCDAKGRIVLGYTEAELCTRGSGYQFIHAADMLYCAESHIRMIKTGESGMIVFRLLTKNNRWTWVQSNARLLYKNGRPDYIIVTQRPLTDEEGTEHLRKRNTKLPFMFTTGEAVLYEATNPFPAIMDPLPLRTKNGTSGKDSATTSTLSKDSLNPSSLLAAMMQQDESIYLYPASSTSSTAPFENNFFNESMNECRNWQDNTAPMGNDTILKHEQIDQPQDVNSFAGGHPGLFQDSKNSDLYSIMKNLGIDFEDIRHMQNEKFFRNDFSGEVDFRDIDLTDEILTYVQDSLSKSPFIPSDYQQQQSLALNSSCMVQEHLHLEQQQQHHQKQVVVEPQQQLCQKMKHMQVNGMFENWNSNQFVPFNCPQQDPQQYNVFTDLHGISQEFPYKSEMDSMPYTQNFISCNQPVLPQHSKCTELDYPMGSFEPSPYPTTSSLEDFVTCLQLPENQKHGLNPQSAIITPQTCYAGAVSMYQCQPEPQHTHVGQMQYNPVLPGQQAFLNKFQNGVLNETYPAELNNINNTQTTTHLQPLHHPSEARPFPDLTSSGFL
AGP1-GFP MLPCN: modulators of TOR pathway AGP1-GFP in S. cerevisiae; GFP response vs DMSO, % at 10 µM; S. cerevisiae AGP1-GFP multiplex flow cytometry, 3 h; GFP as percent of DMSO wells; AID 2066; 0.02% of 320,000 active;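 active = GFP response relative to DMSO above a set limit, near screen average plus 3 SD, cut at about 150% in these data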;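 note: median GFP channel fluorescence of the gated AGP1 strain per well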
MEP2-GFP yeast: yeast TOR pathway MEP2-GFP modulation; S. cerevisiae MEP2-GFP strain, flow cytometry GFP, 3 h; 100% = DMSO control level; GFP response vs DMSO, % at 10 µM; 0.51% of 330,000 active;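 active = GFP response versus DMSO above a set limit, roughly screen mean plus 3 SD, cut at about 180% in these data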;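 note: median GFP fluorescence of the barcode-gated MEP2-GFP cells per well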
* marks the source's active call; other numbers are inactive results; . = no result given.

SMILES | CIT2 TOR yeast | Yeast superoxide | Efflux pump mplx | RPL19A-GFP yeast | LAP4 TOR yeast | AHR act | AGP1-GFP MLPCN | MEP2-GFP yeast
CNC(=S)N1CCN(c2ccc([N+](=O)[O-])cc2)CC1 | . | 95 | -0.2 | 103 | 111 | -5 | 102 | 108
CC(=O)Nc1ccc(C(=O)Nc2ccc(S(=O)(=O)N3CCCC3)cc2)cc1 | 102 | 103 | 0.0 | 97 | 99 | 0 | 98 | 98
COc1cc(NC(=O)c2cccs2)ccc1NC(=O)c1ccco1 | 85 | 116 | 0.1 | 98 | 106 | 43 | 98 | 96
NC(=O)CSc1oc(-c2ccco2)nc1S(=O)(=O)c1ccc(Br)cc1 | 94 | 99 | 0.1 | 101 | 107 | 0 | 104 | 96
Cc1ccc(Cl)c(NC(=O)CSc2cccc[n+]2[O-])c1Cl | 103 | 120 | 0.1 | 103 | 100 | 2 | 105 | 114
CCc1ccc(C(=O)Nc2nnn(CC)n2)cc1 | 102 | 122 | -0.1 | 97 | 97 | 14 | 103 | 103
CCOC(=O)CN(Cc1ccc(OC)c(OC)c1)S(=O)(=O)c1ccc(OC)cc1 | 102 | 95 | 0.0 | 100 | 102 | -2 | 110 | 106
Cc1ccccc1OC1C(=O)N(CC2CCCO2)C1c1ccc2c(c1)OCO2 (configuration not stated) | 94 | 94 | 0.6 | 97 | 81 | 4 | 97 | 98
Cc1ccc(S(=O)(=O)N2CCN(C(=O)c3cc4c(s3)CCCC4)CC2)c(C)c1 | 94 | 128 | -0.2 | 100 | 97 | -2 | 97 | 96
CCN1CCSc2ccc(C(=O)NCc3cccc(F)c3)cc21 | 86 | 111 | 0.3 | 100 | 115 | 38 | 87 | 96
CN1CCN(S(=O)(=O)c2ccc(-c3ccc(Cl)cc3)cc2)CC1 | 88 | 90 | -0.1 | 91 | 90 | 5 | 92 | 99
COc1ccc(/C=N/NC(=O)CC(=O)NCc2cccnc2)cc1[N+](=O)[O-] | 103 | 85 | -0.1 | 99 | 73 | 1 | 93 | 85
Cc1ccnc(NC(=S)NC(=O)c2ccco2)c1 | 93 | 92 | 1.2 | 98 | 96 | 3 | 94 | 79
CCCc1cc(=O)[nH]c(SCC(=O)Nc2ccc(OC)c(S(=O)(=O)N3CCCCC3)c2)n1 | 93 | 85 | 0.0 | 97 | 104 | 1 | 104 | 102
CCCn1nnnc1COc1ccc(C(N)=O)cc1 | 101 | 100 | -0.1 | 100 | 102 | 3 | 104 | 99
Cc1cc(Cl)c(S(=O)(=O)N2CCN(c3ccc(F)cc3)CC2)cc1OCC(=O)NC1CCCCC1 | 97 | 90 | 0.0 | 94 | 89 | -9 | 98 | 91
CCN1CCN(S(=O)(=O)c2c[nH]c(C(=O)OC)c2)CC1 | 97 | 89 | -0.1 | 100 | 103 | 1 | 99 | 104
O=C(O)C/C(=C\c1ccc(N2CCOCC2)c([N+](=O)[O-])c1)c1nc2ccccc2s1 | 107 | 115 | 0.1 | 102 | 110 | 4 | 105 | 108
Cc1ccc(C23OC(=O)C(C)(C)C2OC(=O)C3(C)C)cc1 (configuration not stated) | 97 | 89 | -0.1 | 101 | 107 | -1 | 104 | 104
Cc1ccc(C)c(NC(=O)C(C)CC2COCCO2)c1 (configuration not stated) | 91 | 93 | 0.1 | 98 | 100 | 8 | 88 | 104
Cc1ccc2nc(NCc3ccccc3)c(C#N)cc2c1 | 108 | 106 | -0.1 | 108 | 96 | 3 | 98 | 96
O=C(CNS(=O)(=O)c1ccc(Cl)cc1)NC1CCCCC1 | 96 | 82 | -0.1 | 95 | 91 | 1 | 94 | 89
CCOC(=O)C/C(C)=N/NC(=O)C1CC1(c1ccccc1)c1ccccc1 (configuration not stated) | 100 | 94 | 0.0 | 103 | 103 | 6 | 100 | 105
Cc1ccc2c(c1)N(CC(=O)NC1CCCc3ccccc31)C(=O)CO2 (configuration not stated) | 90 | 102 | 0.1 | 93 | 100 | 1 | 100 | 93
Cc1ccc(C(=O)Nc2sc(C)c(-c3ccccc3)c2C(N)=O)cc1[N+](=O)[O-] | 99 | 111 | -0.1 | 101 | 103 | 12 | 103 | 103

Two of the compounds above, with two lines to a compound:
Values in the order: CIT2 TOR yeast | Yeast superoxide | Efflux pump mplx | RPL19A-GFP yeast | LAP4 TOR yeast | AHR act | AGP1-GFP MLPCN | MEP2-GFP yeast
- CCCn1nnnc1COc1ccc(C(N)=O)cc1
 : 101 | 100 | -0.1 | 100 | 102 | 3 | 104 | 99
- Cc1ccc2nc(NCc3ccccc3)c(C#N)cc2c1
 : 108 | 106 | -0.1 | 108 | 96 | 3 | 98 | 96

(more compounds)
SMILES | CIT2 TOR yeast | Yeast superoxide | Efflux pump mplx | RPL19A-GFP yeast | LAP4 TOR yeast | AHR act | AGP1-GFP MLPCN | MEP2-GFP yeast
O=S(=O)(NCCCc1ccccc1)c1ccc(F)c(F)c1 | 97 | 101 | -0.1 | 103 | 97 | -1 | 106 | 104
CC(C)(C)c1nnc(NS(=O)(=O)c2cc(Cl)ccc2Cl)s1 | 86 | 93 | 0.0 | 101 | 90 | -1 | 94 | 91
O=C(/C(=C(\O)c1ccccc1)c1nc2ccccc2[nH]1)c1ccccc1 | 100 | 106 | -0.1 | 96 | 107 | 8 | 105 | 101
CCCCn1c(N)c(N(CCC(C)C)C(=O)C(C)N2C(=O)c3ccccc3C2=O)c(=O)[nH]c1=O (configuration not stated) | 86 | 93 | -0.1 | 94 | 101 | 1 | 98 | 90
N#CC1=C(N)C(C#N)(C#N)C(c2ccncc2)C2CN(C(=O)OCc3ccccc3)CC=C12 (configuration not stated) | 95 | 104 | 0.0 | 90 | 90 | 1 | 93 | 94
OCCNc1nc(-c2ccccc2)c2ccccc2n1 | 91 | 102 | 0.1 | 101 | 105 | 29 | 97 | 103
COc1ccc([N+](=O)[O-])cc1NS(=O)(=O)c1ccccc1 | 103 | 102 | 0.0 | 103 | 90 | 4 | 96 | 72
O=C(Oc1ccccc1C(=O)Nc1ccccc1)c1ccc(Br)c([N+](=O)[O-])c1 | 96 | 133 | 0.0 | 102 | 104 | 18 | 96 | 94
COc1cccc(-c2nnc3n2N=C(c2cc(OC)ccc2OC)CS3)c1 | 90 | 102 | 0.0 | 98 | 89 | 59* | 104 | 97
Cn1c(=O)c2c(nc(Sc3ncnn3CC(=O)NC(C)(C)C)n2C)n(C)c1=O | 87 | 102 | 0.0 | 92 | 98 | 1 | 97 | 96
CC1Sc2ccc(S(=O)(=O)NCCc3ccc(Cl)cc3)cc2NC1=O (configuration not stated) | 109 | 96 | -0.2 | 106 | 102 | -2 | 110 | 108
COc1ccc(S(=O)(=O)NC2CC(C)(C)NC(C)(C)C2)cc1 | 104 | 125 | -0.1 | 100 | 102 | 0 | 105 | 105
COc1ccc(S(=O)(=O)N2CCN(C(=O)COc3ccccc3)CC2)cc1 | 97 | 80 | -0.5 | 96 | 107 | 0 | 102 | 100
Cc1oc2ccc(OC(=O)N3CCOCC3)cc2c1C(=O)OC(C)C | 99 | 107 | 0.2 | 101 | 109 | 47* | 103 | 103
C#CCOc1ccc(/C=C2/C(=O)ON=C2C)cc1OCC | 103 | 71 | 0.6 | 102 | 110 | 1 | 85 | 102
CCC(NC(=O)c1ccccc1NC(=O)c1ccccc1)C(=O)O (configuration not stated) | 110 | 106 | 0.1 | 99 | 97 | 2 | 112 | 108
O=C(CCC(=O)c1ccc(Cl)cc1)OCC(=O)c1ccccc1 | 105 | 99 | 0.0 | 97 | 95 | 3 | 100 | 102
O=c1[nH]c(=O)n(Cc2ccco2)c2c1C(C(F)(F)F)(C(F)(F)F)N=C(CCc1ccccc1)N2 | 97 | 128 | 0.4 | 104 | 106 | 9 | 100 | 105
CCc1ccc(OCC(=O)NNC(=O)C2CCC2)cc1 | 97 | 103 | 0.0 | 100 | 103 | 1 | 103 | 112
Cc1cc(C)c2nc(Cl)c(CN(Cc3ccco3)C(=O)Nc3ccccc3C)cc2c1 | 89 | 102 | 0.2 | 97 | 97 | 0 | 100 | 104
CC1CCN(C(=O)C2CCCN(S(=O)(=O)c3ccc4c(c3)CC(C)N4C(=O)C3CC3)C2)CC1 (configuration not stated) | 99 | 109 | 0.6 | 103 | 108 | 2 | 103 | 113
N=C1/C(=C\c2ccc(-c3cccc(Cl)c3)o2)C(=O)N=C2SC=C(c3ccccc3)N12 | 99 | 101 | 0.4 | 105 | 95 | 49* | 98 | 89
O=C(O)c1nc(-c2ccccc2)n(-c2cccc(C(F)(F)F)c2)n1 | 100 | 96 | 0.0 | 98 | 103 | 0 | 100 | 104
Cc1cccc(C)c1NC(=O)CNC(=O)c1ccc(S(=O)(=O)NCc2ccco2)cc1 | 101 | 99 | 0.1 | 105 | 102 | 4 | 104 | 104
CC(C)OC(=O)c1ccc(N)cc1 | 87 | 109 | 0.4 | 99 | 93 | 4 | 96 | 99
SMILES | CIT2 TOR yeast | Yeast superoxide | Efflux pump mplx | RPL19A-GFP yeast | LAP4 TOR yeast | AHR act | AGP1-GFP MLPCN | MEP2-GFP yeast
CC(C)OC(=O)NC(c1ccccc1)C(Cl)(Cl)Cl (configuration not stated) | 107 | 98 | -0.2 | 100 | 94 | -1 | 95 | 103
O=C(CN1C(=O)C2C3C=CC(C3)C2C1=O)NCCc1ccccc1Cl (configuration not stated) | 99 | 107 | -0.1 | 96 | 99 | 1 | 95 | 101
COc1cc(C(=O)Nc2ccn(C)n2)ccc1OC(F)F | 108 | 134 | 0.4 | 96 | 100 | 4 | 97 | 98
CCC1CCCCN1C(=O)Cn1c(C(=O)OC)cc2ccsc21 (configuration not stated) | 101 | 102 | 0.0 | 97 | 97 | 0 | 100 | 100
O=C(COc1ccccc1)Nc1ccc(S(=O)(=O)Nc2ncccn2)cc1 | 98 | 90 | -0.1 | 101 | 102 | 5 | 107 | 98
O=C(COc1ccc(Cl)cc1)NC1CC1 | 103 | 103 | 0.1 | 110 | 67 | . | 94 | 97
COc1ccc(OCCN2C(=O)c3ccccc3C2=O)cc1 | 101 | 123 | -0.1 | 94 | 102 | -4 | 100 | 100
CN(C)S(=O)(=O)c1cccc(NC(=O)c2ccc(N3CCCC3=O)cc2)c1 | 102 | 81 | -0.3 | 101 | 96 | -2 | 96 | 96
Cc1ccc(/C=N/NC(=O)CNC(=O)COc2ccc(Cl)cc2)o1 | 93 | 76 | -0.1 | 100 | 100 | 2 | 100 | 96
NC(=O)C(=O)NN=C1CCC(c2ccccc2)CC1 (configuration not stated) | 95 | 97 | 0.1 | 97 | 98 | 2 | 99 | 100
COc1ccc(CNC(=O)c2ccc(N3CCC4(CC3)CC(c3ccc(Cl)cc3)=NO4)c(NC(=O)c3ccccc3)c2)cc1 | 93 | 97 | 0.1 | 103 | 105 | -2 | 97 | 96
COc1ccccc1CNC(=O)C(NC(=O)C1CCCCC1)C(C)C (configuration not stated) | 101 | 100 | 0.2 | 108 | 102 | -1 | 110 | 109
Cc1ccc(C)c2[nH]c(=O)c(C(c3nnnn3C3CCCC3)N3CCOCC3)cc12 (configuration not stated) | 96 | 106 | -0.1 | 99 | 103 | 1 | 96 | 102
COc1nc(C)nc(NC(=O)NS(=O)(=O)c2ccc(C)cc2)n1 | 85 | 101 | 0.1 | 94 | 90 | 3 | 93 | 95
COc1ccc(NC(=S)Nc2ccccn2)cc1 | 109 | 109 | 0.0 | 99 | 116 | 33 | 102 | 103
COc1cc2c(C(=O)N3CCN(C)CC3)c(C)n(-c3ccccc3)c2cc1Br | 86 | 91 | 0.1 | 89 | 85 | 1 | 87 | 95
CCCCN(C)C1CCN(C(=S)Nc2cccc(SC)c2)CC1 | 104 | 103 | -0.1 | 101 | 104 | 3 | 106 | 100

By substructure: the entries above with a cyano group (2)
SMILES | CIT2 TOR yeast | Yeast superoxide | Efflux pump mplx | RPL19A-GFP yeast | LAP4 TOR yeast | AHR act | AGP1-GFP MLPCN | MEP2-GFP yeast
Cc1ccc2nc(NCc3ccccc3)c(C#N)cc2c1 | 108 | 106 | -0.1 | 108 | 96 | 3 | 98 | 96
N#CC1=C(N)C(C#N)(C#N)C(c2ccncc2)C2CN(C(=O)OCc3ccccc3)CC=C12 (configuration not stated) | 95 | 104 | 0.0 | 90 | 90 | 1 | 93 | 94
